CSN deneddyl inh – inhibitors of CSN-mediated cullin deneddylation, primary screen, biochemical, fluorescence polarization, uHTS. inhibition, % at 12.5 µM. COP9 signalosome complex subunit 5 (Homo sapiens), Q92905. AID 651999, 2013. hit rate 0.38% among 360,000. Purified CSN, SCF-Nedd8-OG deneddylation;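 active = pattern-corrected inhibition above about 35%, with an unprinted fluorescence ratio check between 0.5 and 1.5, limit read from the data, passing the limit was not always enough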;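 note: 0% = enzyme with substrate and 100% = substrate without enzyme; some results filed as inactive read as strong as hits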
Target sequence (Q92905 whole entry, looked up, one chain of several): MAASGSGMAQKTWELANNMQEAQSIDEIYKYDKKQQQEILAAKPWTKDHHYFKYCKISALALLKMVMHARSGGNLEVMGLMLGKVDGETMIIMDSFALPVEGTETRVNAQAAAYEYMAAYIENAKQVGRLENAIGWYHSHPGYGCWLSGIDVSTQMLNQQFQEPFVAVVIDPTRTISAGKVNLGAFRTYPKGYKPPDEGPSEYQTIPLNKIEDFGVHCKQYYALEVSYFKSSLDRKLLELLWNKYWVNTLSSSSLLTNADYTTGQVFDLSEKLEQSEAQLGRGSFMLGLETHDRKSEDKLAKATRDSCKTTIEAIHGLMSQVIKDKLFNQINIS
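Material: human Csn5 produced in HEK293T cells; Input: enzyme 0.24 nM; Reagent: SCFSkp2-Nedd8OG substrate at 10 nM final; Dosing: 12.5 µM compound; Incubation: 90 min reaction at room temperature; Detection: fluorescence polarization of the substrate; Evaluation: % inhibition of substrate cleavage by Csn5; Control set: substrate-only high control, full reaction low control.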
bovine MsrA act – bovine MsrA enzyme activators, primary screen, biochemical, absorbance, HTS; Methionine sulfoxide reductase A (Bos taurus); purified bovine MsrA, absorbance read-out; activation, % at 10.6 µM; hit rate 0.3% among 360,000; AID 602163, 2012; in the data active = activation above about 7.5%;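 note: 0% = vehicle and 100% = reference activator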
MLLE-PAM2 inh – inhibitors of PABP1 MLLE–PAM2 peptide binding, primary screen, biochemical, fluorescence polarization, FITC-PAM2, GST-MLLE; Polyadenylate-binding protein 1 (Homo sapiens), P11940; inhibition, % at 20 µM; hit rate 0.36% among 360,000; in the data active = inhibition above about 35%, passing the limit was not always enough;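 note: plate controls were DMSO wells with GST-MLLE for no effect and wells lacking GST-MLLE protein for full effect; some results filed as inactive read as strong as hits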
Rin1 Abl inh – inhibitors of Rin1-Abl protein binding, primary screen, biochemical, TR-FRET. inhibition, % at 7.35 µM. hit rate 0.4% among 360,000. AID 588664, 2011; in the data active = inhibition above about 5%, passing the limit was not always enough
E coli Lon inh – inhibitors of E. coli Lon protease, primary screen, biochemical, fluorescence polarization; purified E. coli Lon protease; inhibition, % at 7.94 µM; hit rate 0.42% among 360,000; in the data active = inhibition above about 13%, passing the limit was not always enough;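 note: 0% = enzyme with probe and DMSO and 100% = no enzyme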
Target sequence (P0A9M0 whole entry, looked up): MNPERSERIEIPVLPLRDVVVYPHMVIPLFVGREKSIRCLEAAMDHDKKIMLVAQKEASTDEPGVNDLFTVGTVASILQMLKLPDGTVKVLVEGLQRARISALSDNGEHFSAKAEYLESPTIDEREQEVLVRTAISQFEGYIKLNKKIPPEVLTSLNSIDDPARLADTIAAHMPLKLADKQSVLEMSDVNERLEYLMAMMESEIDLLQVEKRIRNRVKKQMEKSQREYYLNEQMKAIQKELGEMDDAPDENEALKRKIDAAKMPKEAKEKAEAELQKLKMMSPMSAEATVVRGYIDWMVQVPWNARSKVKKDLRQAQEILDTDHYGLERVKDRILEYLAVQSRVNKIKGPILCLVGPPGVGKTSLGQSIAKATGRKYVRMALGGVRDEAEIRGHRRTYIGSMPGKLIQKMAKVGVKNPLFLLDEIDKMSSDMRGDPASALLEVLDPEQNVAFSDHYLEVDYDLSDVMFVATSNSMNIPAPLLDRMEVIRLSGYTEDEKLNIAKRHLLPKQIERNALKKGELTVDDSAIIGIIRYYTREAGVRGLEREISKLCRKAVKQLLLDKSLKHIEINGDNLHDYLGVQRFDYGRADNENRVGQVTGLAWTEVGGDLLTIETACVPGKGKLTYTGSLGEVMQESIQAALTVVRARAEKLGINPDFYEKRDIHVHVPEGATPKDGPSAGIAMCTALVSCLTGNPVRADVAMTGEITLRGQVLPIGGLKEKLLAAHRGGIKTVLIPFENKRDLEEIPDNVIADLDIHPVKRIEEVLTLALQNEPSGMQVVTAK
MT1-MMP act inh – blockers of MT1-MMP proenzyme processing, primary screen, HT1080 RFP-PRO-GFP cells, GFP/RFP fluorescence; GFP/RFP ratio change, % at 20 µM; GFP/RFP ratio fluorescence, overnight; percent of plate control window, DMSO zero; hit rate 0.061% among 360,000;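 active = GFP/RFP ratio change of at least 30% with cell ATP level not reduced by more than half and red fluorescence within 50% of control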; note: strong numbers were not always called active
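Assay system – RFP-PRO-GFP reporter HT1080 cells · Compound dosing – single dose of 20 µM compound, 1% DMSO final · Incubation – overnight compound exposure at 37 °C · Measure – GFP/RFP fluorescence ratio · Benchmarks – DMSO wells and RFP-L50D-GFP cells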
MsrA inhibitor – bovine MsrA enzyme inhibitors, primary screen, biochemical, absorbance, HTS. hit rate 0.75% among 360,000. inhibition, % at 15.5 µM. Methionine sulfoxide reductase A (Bos taurus). purified bovine MsrA, absorbance read-out. AID 651718, 2012; in the data active = inhibition above about 4.5%;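 note: 0% = vehicle wells with enzyme and 100% = reference inhibitor wells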
Rpn11 inh – Rpn11 (PSMD14) deubiquitinase inhibitors, primary screen, biochemical, fluorescence polarization, uHTS; human 26S proteasome, Ub4-pepOG fluorescence polarization; 20S core pre-blocked with epoxomicin; calls only at 20 µM; hit rate 0.59% among 360,000; AID 588493, 2011;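 active = inhibition at 20 µM, scaled to each plate's controls, above about 33%, limit read from the data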
FAS TE block – FAS thioesterase domain inhibitors, primary screen, biochemical, fluorescence intensity, uHTS; AID 602261, 2012; hit rate 0.67% among 360,000; recombinant FAS-TE, OMFH fluorogenic substrate, fluorescence endpoint; inhibition, % at 15 µM; Fatty acid synthase (Homo sapiens), P49327;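 active = compounds whose normalised, plate-corrected inhibition of enzyme fluorescence in the single-dose primary screen is 50% or more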;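 note: 0% = DMSO with enzyme and 100% = substrate without enzyme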
The depositor's hits bear a star.

Results for O=C(Cn1c(CCCO)nc2ccccc21)Nc1ccccc1-c1ccccc1 ?
CSN deneddyl inh: -2; bovine MsrA act: -5; MLLE-PAM2 inh: 8; Rin1 Abl inh: 0; E coli Lon inh: 8; MT1-MMP act inh: -1; MsrA inhibitor: 0.2; Rpn11 inh: inactive; FAS TE block: -4

How did COc1ccc(S(=O)(=O)Nc2cc(C(=O)NCCCN3CCOCC3)ccc2N2CCOCC2)cc1 do in these assays?
CSN deneddyl inh: -4; bovine MsrA act: -3; MLLE-PAM2 inh: 2; Rin1 Abl inh: 6; E coli Lon inh: -5; MT1-MMP act inh: 4; MsrA inhibitor: 0.8; Rpn11 inh: inactive; FAS TE block: -3

How did Cc1ccc(S(=O)(=O)/N=C2\CN(C)C(=O)N2C)cc1 do in these assays?
CSN deneddyl inh: -3; bovine MsrA act: -1; MLLE-PAM2 inh: 10; Rin1 Abl inh: 1; E coli Lon inh: -11; MT1-MMP act inh: 2; MsrA inhibitor: 0.2; Rpn11 inh: inactive; FAS TE block: 4

How did Cc1cc(C)c(C#N)c(SCSCc2ccccc2)n1 do in these assays?
CSN deneddyl inh: -4; bovine MsrA act: -3; MLLE-PAM2 inh: 21; Rin1 Abl inh: 0; E coli Lon inh: 6; MT1-MMP act inh: -1; MsrA inhibitor: -0.1; Rpn11 inh: inactive; FAS TE block: 42

What do the screens show for `CCOc1cc(NC(=S)NCCCN2CCOCC2)c(OCC)cc1NC(=O)c1cccc(F)c1`?
CSN deneddyl inh: 2; bovine MsrA act: -2; MLLE-PAM2 inh: 7; Rin1 Abl inh: 1; E coli Lon inh: 0; MT1-MMP act inh: -1; MsrA inhibitor: -1.2; Rpn11 inh: inactive; FAS TE block: -4

How did Cc1ccc2c(c1)N(C(=O)CCC(=O)Nc1ccccc1Br)CC(C)O2 (stereo not given) do in these assays?
CSN deneddyl inh: 3; bovine MsrA act: -5; MLLE-PAM2 inh: -6; Rin1 Abl inh: 1; E coli Lon inh: 2; MT1-MMP act inh: -1; MsrA inhibitor: 0.5; Rpn11 inh: inactive; FAS TE block: 12

How did CNC(=O)CCCc1nc(-c2ccccc2Cl)no1 do in these assays?
CSN deneddyl inh: 3; bovine MsrA act: -5; MLLE-PAM2 inh: -10; Rin1 Abl inh: 3; E coli Lon inh: -3; MT1-MMP act inh: 0; MsrA inhibitor: 0.7; Rpn11 inh: inactive; FAS TE block: -4

What do the screens show for `CCCCn1c(N)c(N(CC(C)C)C(=O)c2ccc(-c3ccc(C(C)=O)cc3)o2)c(=O)[nH]c1=O`?
CSN deneddyl inh: 4; bovine MsrA act: 2; MLLE-PAM2 inh: -2; Rin1 Abl inh: 0; E coli Lon inh: -22; MT1-MMP act inh: -5; MsrA inhibitor: 2.7; Rpn11 inh: inactive; FAS TE block: -9

What do the screens show for `O=C(CN(CC1CCCO1)C(=O)c1nsc(Cl)c1Cl)NC1CCCC1` (stereo not given)?
CSN deneddyl inh: 2; bovine MsrA act: -9; MLLE-PAM2 inh: 16; Rin1 Abl inh: -2; E coli Lon inh: 3; MT1-MMP act inh: -2; MsrA inhibitor: 0.3; Rpn11 inh: inactive; FAS TE block: 1

How did Cc1cc(=O)oc2cc(O[C@@H]3O[C@H](CO)[C@H](O)[C@H](O)[C@H]3O)ccc12 do in these assays?
CSN deneddyl inh: 0; bovine MsrA act: -1; MLLE-PAM2 inh: 9; Rin1 Abl inh: -1; E coli Lon inh: -5; MT1-MMP act inh: -3; MsrA inhibitor: 1.0; Rpn11 inh: inactive; FAS TE block: -8

How did O=C(NCc1cccnc1)c1ccc(COc2ccc(Cl)cc2)cc1 do in these assays?
CSN deneddyl inh: -2; bovine MsrA act: -3; MLLE-PAM2 inh: 10; Rin1 Abl inh: 1; E coli Lon inh: -1; MT1-MMP act inh: -1; MsrA inhibitor: -0.5; Rpn11 inh: inactive; FAS TE block: 10

Results for CCOc1ccc(NC(=O)CN(C)C(=O)c2cc(S(=O)(=O)N3CCCCC3)ccc2C)cc1OCC ?
CSN deneddyl inh: 2; bovine MsrA act: 0; MLLE-PAM2 inh: -2; Rin1 Abl inh: 0; E coli Lon inh: -4; MT1-MMP act inh: 4; MsrA inhibitor: -1.2; Rpn11 inh: inactive; FAS TE block: -1

What do the screens show for `O=C(NCCCCCCNC(=O)c1ccncc1)c1ccncc1`?
CSN deneddyl inh: 5; bovine MsrA act: -2; MLLE-PAM2 inh: 4; Rin1 Abl inh: 0; E coli Lon inh: -5; MT1-MMP act inh: 3; MsrA inhibitor: 3.0; Rpn11 inh: inactive; FAS TE block: -4

How did Cc1cccc(CN2CCN(CC(C)C)C(CCO)C2)n1 (stereo not given) do in these assays?
CSN deneddyl inh: 6; bovine MsrA act: -5; MLLE-PAM2 inh: 5; Rin1 Abl inh: -5; E coli Lon inh: -2; MT1-MMP act inh: -2; MsrA inhibitor: 2.3; Rpn11 inh: inactive; FAS TE block: -7

What do the screens show for `COc1ccc(/C(O)=C2\C(=O)C(=O)N(CCN(C)C)C2c2cccc(OC)c2OC)cc1Cl` (stereo not given)?
CSN deneddyl inh: 3; bovine MsrA act: 2; MLLE-PAM2 inh: 1; Rin1 Abl inh: -3; E coli Lon inh: -3; MT1-MMP act inh: -1; MsrA inhibitor: 3.2; Rpn11 inh: inactive; FAS TE block: -4

What do the screens show for `Cc1ccc(NC(=O)C2CCCN(S(=O)(=O)c3c(C)noc3C)C2)c(Br)c1` (stereo not given)?
CSN deneddyl inh: 2; bovine MsrA act: -11; MLLE-PAM2 inh: -6; Rin1 Abl inh: 3; E coli Lon inh: 10; MT1-MMP act inh: 5; MsrA inhibitor: -0.7; Rpn11 inh: inactive; FAS TE block: 7

What do the screens show for `Cn1c2ccc(F)cc2c2ncn(Cc3ccco3)c(=O)c21`?
CSN deneddyl inh: 4; bovine MsrA act: -2; MLLE-PAM2 inh: -2; Rin1 Abl inh: -4; E coli Lon inh: -1; MT1-MMP act inh: -1; MsrA inhibitor: 0.2; Rpn11 inh: inactive; FAS TE block: 7

What do the screens show for `Cc1cccc(Nc2nnc(SC(C)C(=O)NC3CC3)s2)c1` (stereo not given)?
CSN deneddyl inh: -6; bovine MsrA act: -6; MLLE-PAM2 inh: -23; Rin1 Abl inh: 0; E coli Lon inh: 2; MT1-MMP act inh: 0; MsrA inhibitor: 0.2; Rpn11 inh: inactive; FAS TE block: -6

What do the screens show for `Cc1cc(C(=O)NC2CCCCC2)on1`?
CSN deneddyl inh: -1; bovine MsrA act: -2; MLLE-PAM2 inh: 0; Rin1 Abl inh: -4; E coli Lon inh: -10; MT1-MMP act inh: -3; MsrA inhibitor: -0.3; Rpn11 inh: inactive; FAS TE block: -4

Results for O=C1C2CCCN2C(c2cccs2)N1c1ccc(F)cc1 (stereo not given) ?
CSN deneddyl inh: 3; bovine MsrA act: -5; MLLE-PAM2 inh: -1; Rin1 Abl inh: -2; E coli Lon inh: -6; MT1-MMP act inh: 1; MsrA inhibitor: -0.6; Rpn11 inh: inactive; FAS TE block: -9

How did N=C(N)SCc1ccccn1 do in these assays?
CSN deneddyl inh: -2; bovine MsrA act: -2; MLLE-PAM2 inh: 17; Rin1 Abl inh: 0; E coli Lon inh: 10; MT1-MMP act inh: 1; MsrA inhibitor: -0.3; Rpn11 inh: inactive; FAS TE block: -6

How did CCOC(=O)Nc1cc2c(cc1[N+](=O)[O-])-c1ccccc1C2=O do in these assays?
CSN deneddyl inh: 7; bovine MsrA act: -3; MLLE-PAM2 inh: -35; Rin1 Abl inh: -3; E coli Lon inh: -6; MT1-MMP act inh: 6; MsrA inhibitor: -0.7; Rpn11 inh: inactive; FAS TE block: -13

Results for O=[N+]([O-])c1ccc(CSCc2ccc([N+](=O)[O-])cc2)cc1 ?
CSN deneddyl inh: -3; bovine MsrA act: -9; MLLE-PAM2 inh: 1; Rin1 Abl inh: -1; E coli Lon inh: 1; MT1-MMP act inh: 3; MsrA inhibitor: 0.2; Rpn11 inh: inactive; FAS TE block: -6

Results for CCc1ccccc1NC(=O)C1CCN(c2cnccn2)CC1 ?
CSN deneddyl inh: -3; bovine MsrA act: -4; MLLE-PAM2 inh: 16; Rin1 Abl inh: -2; E coli Lon inh: 2; MT1-MMP act inh: 3; MsrA inhibitor: 2.7; Rpn11 inh: inactive; FAS TE block: -6

How did CSc1ccc(/C=C/C(=O)OCC(=O)NC2CC2)cc1 do in these assays?
CSN deneddyl inh: -4; bovine MsrA act: -4; MLLE-PAM2 inh: -1; Rin1 Abl inh: 0; E coli Lon inh: -5; MT1-MMP act inh: 1; MsrA inhibitor: 5.0*; Rpn11 inh: inactive; FAS TE block: -5

How did CC(CNC(=O)CCS(=O)(=O)c1cc2c(cc1Cl)NC(=O)CO2)c1ccccc1 (stereo not given) do in these assays?
CSN deneddyl inh: -6; bovine MsrA act: 0; MLLE-PAM2 inh: 13; Rin1 Abl inh: 3; E coli Lon inh: -3; MT1-MMP act inh: 0; MsrA inhibitor: 1.2; Rpn11 inh: inactive; FAS TE block: -1

How did O=C1CN(Cc2ccccc2)CC(=O)N1 do in these assays?
CSN deneddyl inh: 5; bovine MsrA act: -1; MLLE-PAM2 inh: 5; Rin1 Abl inh: -1; E coli Lon inh: -3; MT1-MMP act inh: -1; MsrA inhibitor: -0.9; Rpn11 inh: inactive; FAS TE block: -8

How did O=C(Nc1ccc(N2CCCCC2)cc1)c1cccnc1 do in these assays?
CSN deneddyl inh: 8; bovine MsrA act: -3; MLLE-PAM2 inh: -16; Rin1 Abl inh: -1; E coli Lon inh: -9; MT1-MMP act inh: 2; MsrA inhibitor: 1.1; Rpn11 inh: inactive; FAS TE block: -6

What do the screens show for `COc1cc(/C=C(\C#N)c2nc3ccc(C)cc3[nH]2)cc([N+](=O)[O-])c1O`?
CSN deneddyl inh: -9; bovine MsrA act: -9; MLLE-PAM2 inh: 23; Rin1 Abl inh: 0; E coli Lon inh: -8; MT1-MMP act inh: 24; MsrA inhibitor: 1.2; Rpn11 inh: inactive; FAS TE block: 6

Structural class, those above containing fluorine (3)
What do the screens show for `CCOc1cc(NC(=S)NCCCN2CCOCC2)c(OCC)cc1NC(=O)c1cccc(F)c1`?
CSN deneddyl inh: 2; bovine MsrA act: -2; MLLE-PAM2 inh: 7; Rin1 Abl inh: 1; E coli Lon inh: 0; MT1-MMP act inh: -1; MsrA inhibitor: -1.2; Rpn11 inh: inactive; FAS TE block: -4

What do the screens show for `Cn1c2ccc(F)cc2c2ncn(Cc3ccco3)c(=O)c21`?
CSN deneddyl inh: 4; bovine MsrA act: -2; MLLE-PAM2 inh: -2; Rin1 Abl inh: -4; E coli Lon inh: -1; MT1-MMP act inh: -1; MsrA inhibitor: 0.2; Rpn11 inh: inactive; FAS TE block: 7

Results for O=C1C2CCCN2C(c2cccs2)N1c1ccc(F)cc1 (stereo not given) ?
CSN deneddyl inh: 3; bovine MsrA act: -5; MLLE-PAM2 inh: -1; Rin1 Abl inh: -2; E coli Lon inh: -6; MT1-MMP act inh: 1; MsrA inhibitor: -0.6; Rpn11 inh: inactive; FAS TE block: -9

High-throughput results: PubChem, several laboratories
